PERK inh = human PERK inhibition, primary cell-based screen; Q9NZJ5; CHO PERK-DD fusion, SEAP luminescence translation reporter; inhibition, % at 5.6 µM; 220,000 compounds, 0.17% hits;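 active means inhibition above the mean inhibition of all tested compounds plus 3 SD, set separately per screening campaign, cut at about 2.9% in these data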;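 further: PERK kinase domain activated by AP20187 dimerizer at 100 nM; 0% = DMSO with dimerizer and 100% = rapamycin at 8.4 µM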
Target sequence (Q9NZJ5 whole entry, looked up, the tested form may be a part): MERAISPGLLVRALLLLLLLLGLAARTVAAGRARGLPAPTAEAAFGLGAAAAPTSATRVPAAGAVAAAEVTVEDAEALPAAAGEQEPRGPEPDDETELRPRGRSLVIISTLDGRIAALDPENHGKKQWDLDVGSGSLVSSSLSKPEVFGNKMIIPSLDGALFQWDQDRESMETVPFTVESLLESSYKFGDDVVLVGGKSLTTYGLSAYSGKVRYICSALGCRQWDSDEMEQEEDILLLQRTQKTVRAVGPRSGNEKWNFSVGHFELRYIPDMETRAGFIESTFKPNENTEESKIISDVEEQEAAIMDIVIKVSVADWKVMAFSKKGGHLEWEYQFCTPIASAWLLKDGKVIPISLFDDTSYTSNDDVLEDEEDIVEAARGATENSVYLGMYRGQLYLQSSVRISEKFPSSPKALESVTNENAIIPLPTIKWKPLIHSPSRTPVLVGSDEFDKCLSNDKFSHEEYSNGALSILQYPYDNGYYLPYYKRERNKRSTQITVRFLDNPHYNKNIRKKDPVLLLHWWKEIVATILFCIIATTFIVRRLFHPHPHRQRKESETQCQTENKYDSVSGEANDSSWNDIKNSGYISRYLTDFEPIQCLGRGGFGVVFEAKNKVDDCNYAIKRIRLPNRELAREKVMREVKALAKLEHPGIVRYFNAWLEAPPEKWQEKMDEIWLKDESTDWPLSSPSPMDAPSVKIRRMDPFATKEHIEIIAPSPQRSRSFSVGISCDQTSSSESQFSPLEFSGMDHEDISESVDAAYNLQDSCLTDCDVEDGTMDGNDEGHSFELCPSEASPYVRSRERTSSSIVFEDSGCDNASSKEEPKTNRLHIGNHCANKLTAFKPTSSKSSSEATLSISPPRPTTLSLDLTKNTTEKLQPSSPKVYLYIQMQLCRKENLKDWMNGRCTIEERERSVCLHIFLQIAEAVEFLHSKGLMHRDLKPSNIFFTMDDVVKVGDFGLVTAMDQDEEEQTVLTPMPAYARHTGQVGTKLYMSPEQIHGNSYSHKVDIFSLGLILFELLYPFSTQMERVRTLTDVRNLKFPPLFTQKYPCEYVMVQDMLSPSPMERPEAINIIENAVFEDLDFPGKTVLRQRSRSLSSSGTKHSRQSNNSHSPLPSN
S1P4 antag = blocks the human S1P4 receptor; O95977; S1P4-expressing cells, antagonist mode, reporter read-out; inhibition, % at 4.98 µM; 220,000 compounds, 0.26% hits; AID 1510; in the data active means inhibition above about 29%;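 further: 0% = wells stimulated with agonist and 100% = vehicle wells without agonist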
Ba/F3 V617F tox = loss of viability in JAK2V617F-driven Ba/F3 cells; inhibition, % at 5.6 µM; 220,000 compounds, 1.1% hits; AID 1446; Ba/F3 EpoR-JAK2V617F viability, ATP luminescence;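 active means inhibition above the campaign mean plus 3 SD over all tested compounds, cut at about 24% in these data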;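 further: cytokine-independent growth of Ba/F3 cells driven by EpoR plus mutant JAK2; 0% = DMSO-treated cells and 100% = JAK inhibitor I control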
BaF3 tox = counter-screen for JAK2V617F inhibitors: parental Ba/F3 viability inhibitors; CellTiter-Glo ATP luminescence; inhibition, % at 5.6 µM; 220,000 compounds, 1.1% hits; AID 1486;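 active means inhibition above a per-campaign cutoff, the mean inhibition of all tested compounds plus 3 SD, cut at about 27% in these data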;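 further: 0% = DMSO wells and 100% = JAK Inhibitor I control wells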
TRPML3 agonist = human mucolipin-3 channel agonism | Q8TDD5 | HEK293 TRPML3-YFP, Fluo-8 calcium fluorescence; 100% = the carbachol control signal | activation, % at 3 µM | 220,000 compounds, 0.29% hits | AID 1448;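 active means activation above its plate's cutoff, the mean activation of the plate's test wells plus 3 SD, cut at about 12% in these data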;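 further: 0% = DMSO only wells and 100% = carbachol wells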
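Material: HEK293 cells stably carrying human TRPML3-YFP; compound dosing: single dose, 3 µM final nominal compound, 0.3% DMSO final; incubation: 1-h 37 °C dye load, 5-s basal, 120-s post-compound reads; technique: Fluo-8 intracellular calcium fluorescence, excitation 470-495 nm, emission 515-575 nm; read-out basis: percent activation from peak-to-basal fluorescence ratio, scaled between DMSO and carbachol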
zfTRPN1 agonist = activates the zebrafish TRPN1 channel; activation, % at 3 µM; 220,000 compounds, 0.18% hits; HEK293 zebrafish TRPN1-YFP, Fluo-8 calcium fluorescence; 100% = response to 87 µM carbachol;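 active means activation above its plate's cutoff, the mean activation of test wells on that plate plus 3 SD, cut at about 19% in these data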;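 further: 0% = DMSO alone and 100% = 87 µM carbachol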
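Material – zebrafish TRPN1-YFP in HEK293 cells · Doses – 3 µM single point · Schedule – dye 1 h 37 °C plus 30 min RT · Signal – Fluo-8 calcium fluorescence, excitation 470-495 nm, emission 515-575 nm · Read-out – % activation versus carbachol response · Control set – carbachol high, DMSO low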
S1P4 ag = human S1P4 receptor agonism; O95977; S1P4-expressing cell line, agonist reporter assay; activation, % at 4.98 µM; 220,000 compounds, 0.35% hits; AID 1509; in the data active means activation above about 11%;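 further: 0% = DMSO vehicle and 100% = reference agonist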
m-calpain inh = calpain II (pig) inhibition; purified calpain II, fluorogenic peptide substrate, 30 min; AID 1236; inhibition, % at 16 µM; 220,000 compounds, 0.37% hits;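 active means inhibition above about 50%, limit read from the data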
EP2 modulator = EP2 receptor (human) modulation. induction, % at 25 µM. EP2-expressing cells, cAMP HTRF FRET, PGE2 co-stimulation. P43116. 260,000 compounds, 0.83% hits;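 active means compounds whose cAMP rise, as percent of the full-agonist control response, exceeds 60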;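 further: rat C6 glioma line stably carrying human EP2 under a CMV promoter; the protocol text gives 20 µM as final concentration; 100% = response of wells given 1 µM PGE2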
The depositor's hits bear a star; i = inactive; & = joins results of further samples.

structure	PERK inh	S1P4 antag	Ba/F3 V617F tox	BaF3 tox	TRPML3 agonist	zfTRPN1 agonist	S1P4 ag	m-calpain inh	EP2 modulator
COCCn1c(N)c(N(Cc2ccccc2)C(=O)c2ccc(C#N)cc2)c(=O)[nH]c1=O	-0.3	-1	0	3	0.8	1.2	1.3	-24	17
Cc1ccccc1NC(=O)C(C)O/N=C/c1cccc([N+](=O)[O-])c1 (centres undefined)	0.1	9	0	5	0.3	-0.6	-1.1	-19	-30
CCOc1ccc(C(=O)Nc2cc(NC(=O)c3ccc(OCC)c(Cl)c3)cc(C(=O)O)c2)cc1Cl	1.6	-3	-2	3	0.8	0.0	-0.8	-68	26
CC(C)[C@H](NC(=O)c1ccc(F)cc1)C(=O)NC1=NCCS1	0.1	1	-1	6	0.8	-1.5	1.6	-19	5
CCOc1cc(/C=N/NC(=O)CSc2nncn2C)ccc1OCc1ccccc1	1.4	-1	2	6	-0.4	-1.5	1.2	-14	-15
N#Cc1nc(Cc2ccccc2)oc1N1CCC(Cc2ccccc2)CC1	-0.3	-17	-5	-1	0.0	-1.3	1.9	3	-2
CSc1nnc(CSc2cc(C)nc(N(C)C)n2)o1	-0.1	-19	0	10	-0.1	-0.1	-3.8	2	-1
COc1cccc(OC)c1OCCCCn1cnc2ccccc2c1=O	0.2	-29	0	5	0.8	-0.1	1.7	-5	4
O=C(CN1CCN(C(=O)C2COc3ccccc3O2)CC1)Nc1ccccc1 (centres undefined)	0.5	9	-1	1	0.2	1.2	0.9	6	-12
CCN1C(=O)/C(=C/N2CCc3ccccc3C2)SC1=S	-0.7	-3	-3	2	0.0	0.9	1.1	13	4
O=C(O)CC(NC(=O)C1c2ccccc2Oc2ccccc21)c1ccc(OC2CCCC2)cc1 (centres undefined)	-0.1	-7	8	11	0.2	0.3	-1.3	47	-9
CCOC(=O)/C(=N\Nc1cccc(C(F)(F)F)c1)N1CCOCC1	0.5	-20	3	3	-0.7	-1.9	-0.7	16	19
Cc1cc(=O)[nH]c(SCC(=O)NCCC2=CCCCC2)n1	-0.7	-6	1	1	0.4	1.1	1.4	-24	25
Cc1ccc(S(=O)(=O)N/N=C/c2ccc(OC3CSC3)cc2)cc1	0.1	-2	2	4	13*	20*	1.8	4	-16
COc1cccc2cc(-c3csc(CCn4nc(C)cc4C)n3)c(=O)oc12	-1.1	-22	-2	1	0.0	2.1	-1.8	-63	-10

Reprinted from the part before: three compounds, followed by the next part.
structure	PERK inh	S1P4 antag	Ba/F3 V617F tox	BaF3 tox	TRPML3 agonist	zfTRPN1 agonist	S1P4 ag	m-calpain inh	EP2 modulator
Cc1cc(=O)[nH]c(SCC(=O)NCCC2=CCCCC2)n1	-0.7	-6	1	1	0.4	1.1	1.4	-24	25
Cc1ccc(S(=O)(=O)N/N=C/c2ccc(OC3CSC3)cc2)cc1	0.1	-2	2	4	13*	20*	1.8	4	-16
COc1cccc2cc(-c3csc(CCn4nc(C)cc4C)n3)c(=O)oc12	-1.1	-22	-2	1	0.0	2.1	-1.8	-63	-10
Cc1ccc(S(=O)(=O)c2cnc(-c3ccccc3)nc2N2CCN(C)CC2)cc1	-0.2	0	-1	4	0.2	-0.5	0.2	3	-44
Cc1cccc(N2CCN(C(=O)c3ccncc3)CC2C)c1 (centres undefined)	0.9	12	0	7	0.3	2.8	1.4	-5	-12
COc1ccc(C(=O)SC2=NCCS2)cc1OC	0.5	-20	-2	1	0.2	-0.9	-0.8	-3	37
CC(C)(C)CC(=O)NCCc1csc(-c2ccccc2)n1	0.3	8	2	1	0.2	-0.1	0.5	-9	-22
Cc1cc(C)n(CCC(=O)N/N=C/c2ccccc2O)n1	1.2	-15	-2	6	0.8	0.1	0.0	-268	-13
CC(C)Nc1nc(-c2ccccn2)nc(-c2ccccc2)c1C#N	1.1	9	1	5	1.1	0.3	-1.1	-43	8
CCOc1ccc(NC(=O)CSC(N)=O)cc1	0.1	-13	74*	4	0.7	1.4	0.4	8	-1
C/C(CCc1ccc2c(c1)OCO2)=N\N=C1\NC(=O)CC(C(=O)Nc2ccccc2)S1 (centres undefined)	0.5	-9	2	0	0.3	1.4	2.3	13	-17
CC(=O)NNC(=O)c1sc(=S)n2c1[nH]c(=O)c1sccc12	1.8	4	-1	-1	-0.7	0.4	0.2	-19	10
CN(C[C@H](Cc1ccccc1)N(CCN(CCc1ccccc1)N=O)N=O)N=O	0.7	-13	1	1	-0.1	1.9	0.8	2	-29
CSCC[C@H](NC(=O)OC(C)(C)C)c1nnc(SCC(N)=O)o1	-0.1	-18	2	6	0.3	0.1	1.0	21	9
Cc1cc(N(CCO)CCO)ccc1N=Nc1cc(F)ccc1F	-0.1	4	1	10	-2.0	-3.3	11*	24	-39
CC(=O)N1CCN(c2nc(CC(C)C)c3c(c2C#N)CCC3)CC1	-0.3	-2	-2	10	-0.8	-0.9	0.7	-173	24
CC1(C)Cc2c(C#N)c(N3CCN(C(=O)c4ccccc4)CC3)nc(Cc3ccccc3)c2CO1	1.7	4	-6	1	1.0	-0.8	1.9	18	40
O=C1CN(C(=O)CSc2nc3ccccc3c(=O)n2CC2CCCO2)c2ccccc2N1 (centres undefined)	1.2	-1	0	-1	0.9	1.9	-2.4	-5	3
Cc1cc2ncn(S(=O)(=O)c3ccc(S(=O)(=O)N4CCOCC4)cc3)c2cc1C	-0.1	-20	0	4	0.6	-1.0	1.3	27	7
COCCNC(=O)C(OC(=O)c1cc2oc(C)cc2n1C)C(C)C (centres undefined)	-0.7	-4	2	2	0.8	0.7	1.7	1	4
Cc1[nH]c2ccccc2c1CN1CCN(c2ccccn2)CC1	-1.4	-9	1	-4	0.5	-0.3	2.0	9	-41
O=C(CNS(=O)(=O)c1ccc(F)cc1)N1CCCCCC1	0.8	13	2	10	0.1	0.1	-0.9	1	17
CN(C)C(=O)CSc1nnc(-c2ccncc2)n1Cc1ccco1	0.6	-13	1	6	0.6	0.6	-1.1	26	23&4
CCOc1ccc(NC(=O)c2cc3c(=O)n(C)c4ccccc4c3n2C)cc1	0.2	-1	-5	1	0.7	0.8	-1.5	-482	-21
O=C(CSc1nc2c(c(=O)n1-c1ccc(Cl)cc1)SCC2)Nc1nccs1	0.8	-10	-2	7	0.3	-0.2	0.2	-33	-6
CCCn1c(SCC(=O)c2ccc(OC)c(OC)c2)nc2c1c(=O)n(C)c(=O)n2C	-0.3	-16	1	4	1.4	0.9	0.0	-93	16&0
c1ccc(-n2c(-c3ccncc3)nnc2N2CCOCC2)cc1	0.1	-12	-2	2	0.0	0.1	-1.8	-12	44
O=C(CSc1ccc(F)cc1)Nc1ccc(C2SCCS2)cc1	1.6	-4	0	0	-0.1	1.1	-0.1	-9	-20
CCN=C1SC(C(=O)Nc2cccc(C(=O)O)c2)CC(=O)N1CC (centres undefined)	0.8	-24	-6	3	0.9	1.3	0.2	-16	15
CC(C)N(C(=O)CSc1nnc(Cn2nnc3ccccc32)n1C)C(C)C	-0.5	11	-4	1	0.4	-0.5	-1.6	-21	8
Cc1ccccc1NC(=O)CN1C(=O)S/C(=C\c2ccc(-c3cc(C(=O)O)ccc3C)o2)C1=O	2.2	-26	1	4	0.9	0.3	1.2	-13	-22
CCOC(=O)c1cc(-c2ccc(Cl)s2)[nH]n1	1.1	-24	0	-4	0.6	-1.4	0.6	13	-24
COc1ccc(N(C(C)=O)c2nc(C)cc(C)c2C#N)c(OC)c1	-0.5	-8	4	6	0.0	0.7	-2.6	18	0

Records listed so far shown as hits in S1P4 ag:
| molecule | PERK inh | S1P4 antag | TRPML3 agonist | S1P4 ag | m-calpain inh | EP2 modulator |
| --- | --- | --- | --- | --- | --- | --- |
| Cc1cc(N(CCO)CCO)ccc1N=Nc1cc(F)ccc1F | -0.1 | 4 | -2.0 | 11* | 24 | -39 |

(next part)
structure	PERK inh	S1P4 antag	Ba/F3 V617F tox	BaF3 tox	TRPML3 agonist	zfTRPN1 agonist	S1P4 ag	m-calpain inh	EP2 modulator
COc1cccc(-n2c(-c3ccco3)nc3nc4ccccc4nc32)c1	0.0	9	-1	5	0.4	1.7	0.2	-249	18
Cc1ccc(NC(=O)CCCc2ccccc2)nc1	0.1	9	2	9	0.4	-0.6	2.3	-13	-12
COc1ccc(-c2nnc(-c3cccs3)o2)cc1OC	-1.3	-24	0	2	0.3	0.4	1.5	i	-24
FC(F)(F)c1cccc(OCc2nnc3n2CCC3)c1	-0.5	12	1	7	1.1	1.0	0.7	-28	-8
COc1ccccc1OCCNC1CCCC1	0.2	-7	-1	8	0.5	-0.3	1.5	16	-10
CCn1c(C)c2c(C)nnc(C)c2c1C	1.0	-32	5	9	0.5	-0.3	0.2	-26	7
CNC(=O)CC(C(=O)O)c1ccc(OCC(C)C)cc1 (centres undefined)	-0.7	-14	4	0	0.2	2.1	-1.3	15	3
Cc1c(NC(=O)C(Sc2ccccc2)c2ccccc2)cccc1[N+](=O)[O-] (centres undefined)	-0.9	-22	3	9	-1.7	-2.3	1.1	-12	35
CCOC(=O)N1CCN(CC(=O)Nc2sc(CC)cc2C(=O)c2ccc(OC)cc2)CC1	-0.9	17	1	2	-0.9	-1.2	-3.0	16	7
O=c1oc2ccccc2cc1N1CCOCC1	0.5	-17	-1	6	0.6	1.6	3.6	8	9

Screening results as filed in PubChem BioAssay.
